# High-throughput results deposited in PubChem BioAssay by several laboratories.
# STAT3 activator: increases IL-6 driven STAT3 reporter signal. U3A cells, IL-6 STAT3-luciferase reporter, luminescence; 100% = signal with IL-6 EC80 alone. activation (% of control), % at 5.6 µM. hit rate 0.91% among 190,000;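 active = activation above the screen-wide mean of compound activation plus 3 SD, cut at about 130% in these data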;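 note: 0% = background luminescence of wells with medium and substrate only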
#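 Material: STAT1-lacking human U3A cells, STAT3 luciferase reporter | Benchmarks: IL-6-only wells as 100% reference | Probe or stimulus: IL-6 (33 ng/mL) | Timing: Compound 1 h, then IL-6 6 h at 37 °C | Detection: Luminescence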
# STAT3 blocker: reduces IL-6 driven STAT3 reporter signal. U3A cells, IL-6 STAT3-luciferase reporter, luminescence; host cell line lacks STAT1. inhibition, % at 5.5 µM. hit rate 0.89% among 190,000;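 active = inhibition above the mean inhibition across all screened compounds plus 3 SD, cut at about 44% in these data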;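 note: 0% = DMSO only wells and 100% = 100 µM nifuroxazide control wells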
# ROMK mod: modulators of human ROMK potassium channel. hit rate 2% among 130,000. B-score at 10 µM. Tet-inducible ROMK, thallium flux fluorescence; actives lie on both sides. P48048;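 active = signal ratio slope over the read window, or its plate-corrected B-score, at least 3 SD from the plate mean, either direction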;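 note: B-score of the F/F0 ratio slope over 7 to 12 s after thallium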
# Target sequence (P48048 whole entry, looked up): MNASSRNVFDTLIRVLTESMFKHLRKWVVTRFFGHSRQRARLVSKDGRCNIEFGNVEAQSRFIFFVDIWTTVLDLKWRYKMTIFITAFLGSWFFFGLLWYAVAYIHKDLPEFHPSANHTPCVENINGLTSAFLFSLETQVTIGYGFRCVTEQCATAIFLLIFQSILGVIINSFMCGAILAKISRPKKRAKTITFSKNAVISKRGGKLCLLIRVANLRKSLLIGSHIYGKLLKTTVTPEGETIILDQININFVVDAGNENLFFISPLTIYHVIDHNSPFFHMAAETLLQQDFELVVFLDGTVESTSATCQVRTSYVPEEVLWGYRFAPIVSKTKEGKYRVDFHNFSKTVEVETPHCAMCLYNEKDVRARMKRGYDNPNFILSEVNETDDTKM
# NF-kB neuron act: NF-kB expression increase, human neuronal cells | NF-kB reporter expression; active compounds read high | fold change at 12.5 µM | hit rate 1.6% among 190,000 | AID 1239; in the data active = fold change above about 3.3
# STAT1 act: activators of IFN-gamma induced STAT1 signaling | NIH 3T3 STAT1-luciferase reporter, luminescence; 100% = IFN-gamma alone, no compound | activation (% of control), % at 5.5 µM | hit rate 2.6% among 200,000;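 active = activation above the screen-wide mean activation plus 3 SD, cut at about 130% in these data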;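 note: raw ratio to IFN-gamma control signal so 100% means no change and 0% no light; values of inactives mirror those of a sister screen read the other way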
# STAT1 blocker: STAT1 signaling inhibition | NIH 3T3 STAT1-luciferase reporter, IFN-gamma, luminescence | inhibition, % at 5.5 µM | hit rate 0.35% among 200,000 | AID 920;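 active = inhibition above a set limit, the mean inhibition across all tested compounds plus 3 SD, cut at about 34% in these data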;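 note: 0% = IFN-gamma with DMSO and 100% = IFN-gamma with 300 µM nifuroxazide; values of inactives mirror those of a sister screen read the other way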
# FLuc act counter: firefly luciferase counter-screen for stimulation assays | AID 1027 | P08659 | ATPlite luciferase biochemical, luminescence, 10 min; 0 = ATP-free wells, 1 = DMSO control | 200,000 tested, under 10 active | activation factor at 10 µM;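 active = luciferase activation factor, scaled between plate controls, of at least 2 with compound at 10 µM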
# Target sequence (P08659 whole entry, looked up): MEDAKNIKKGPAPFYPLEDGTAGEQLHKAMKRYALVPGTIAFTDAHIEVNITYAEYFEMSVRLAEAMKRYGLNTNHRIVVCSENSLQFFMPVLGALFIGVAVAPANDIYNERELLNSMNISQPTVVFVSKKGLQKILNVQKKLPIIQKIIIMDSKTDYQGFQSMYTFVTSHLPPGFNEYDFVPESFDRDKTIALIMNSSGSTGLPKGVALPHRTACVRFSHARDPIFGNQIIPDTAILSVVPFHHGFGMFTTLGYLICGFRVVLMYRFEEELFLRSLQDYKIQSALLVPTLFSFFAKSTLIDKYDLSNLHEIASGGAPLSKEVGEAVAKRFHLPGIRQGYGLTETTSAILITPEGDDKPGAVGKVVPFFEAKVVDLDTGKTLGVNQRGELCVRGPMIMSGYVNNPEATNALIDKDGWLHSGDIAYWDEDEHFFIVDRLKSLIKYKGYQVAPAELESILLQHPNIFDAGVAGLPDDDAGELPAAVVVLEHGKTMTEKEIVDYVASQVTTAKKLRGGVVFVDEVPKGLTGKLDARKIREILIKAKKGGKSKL
#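 Assay system – cell-free luciferase reagent · Medium – PBS-based ATP solution · Dosing – test compounds dosed from 2 mM stocks in 100% DMSO · Timing – 10 min, room temperature · Technique – light output (luminescence) · Measure – luminescence gain marking luciferase activators · Controls – No-ATP low control, compound-free enzyme-plus-ATP high control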
# APP 5'UTR act: APP 5'UTR luciferase reporter activation; SH-SY5Y APP 5'UTR luciferase reporter, luminescence; zero percent = DMSO vehicle wells; activation, % at 2 µM; hit rate 1% among 190,000; AID 1276;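 active = activation above a set limit, based on mean plus 3 SD of controls, cut at about 140% in these data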; note: values of inactives mirror those of a sister screen read the other way
# FLuc inhib CS: Photinus pyralis luciferase inhibition counter-screen; P08659; ATPLite firefly luciferase biochemical luminescence, 10 min; inhibition, % at 10 µM; hit rate 1.5% among 200,000;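 active = inhibition above about 50% when tested at 10 µM, limit read from the data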
# APP 5UTR inh: APP translation inhibition. hit rate 0.82% among 190,000. SH-SY5Y APP 5'UTR-luciferase reporter, luminescence. AID 1285. inhibition, % at 2 µM;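 active = inhibition above a set limit, derived from the sample mean plus 3 SD, cut at about 45% in these data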; note: values of inactives mirror those of a sister screen read the other way
# The depositor's hits bear a star; nt = not tested or not shown. An unsorted share of the library. About 7.1% of those tested had a hit in this group.
SMILES,STAT3 activator,STAT3 blocker,ROMK mod,NF-kB neuron act,STAT1 act,STAT1 blocker,FLuc act counter,APP 5'UTR act,FLuc inhib CS,APP 5UTR inh
COc1ccc(-c2noc(CN(C)Cc3ccc(C)o3)n2)cc1,101,4,nt,1.1,104,-6,1,15,-1,-15
CN(C)CCCN1C(=O)C2CCc3[nH]c4ccccc4c3C2C1=O (configuration not stated),95,9,-0.41,1,84,15,1,2,0,-2
Cc1ccc(-c2noc(CSc3nnnn3C3CCCCC3)n2)cc1,101,3,nt,1.1,104,-4,1.1,-10,-10,10
CCc1ccc(CCC(=O)Nc2ccc(C(C)=O)cc2)o1,95,7,0.35,1.3,113,-12,1,8,-3,-8
Cc1ccc(NC(=O)CSCC(=O)NC2CCCCC2)cc1,108,-10,-0.28,1.3,103,-3,1,-6,3,6
Cc1cc2oc(=O)cc(CN3CCN(Cc4ccc5c(c4)OCO5)CC3)c2cc1C,103,1,nt,1.1,96,4,1.1,-1,-8,1
Cn1c(=O)[nH]c(=O)c2c1nc(NCc1ccco1)n2CCCc1ccccc1,92,16,nt,1.1,81,20,1.1,-2,-7,2
O=C(CCn1cnc2ccccc21)N/N=C/c1ccccc1O,97,4,nt,1.3,102,-2,1,4,-4,-4
O=c1[nH]c(SCc2ccc([N+](=O)[O-])cc2)nc2[nH]ncc12,109,-2,0.78,0.68,109,-11,0.9,15,10,-15
Cc1ccc2cccc(S(=O)(=O)N3CCCc4ccccc43)c2n1,89,21,-1.3,1.2,100,-2,1.1,1,-5,-1
CC(C)c1nc(CNC(=O)c2cc(COc3c(F)cccc3F)on2)cs1,102,4,-0.93,1.1,110,-13,1,-11,-3,11
O=C(O)CSC1CC(=O)N(c2ccc(Cl)cc2)C1=O (configuration not stated),100,7,-0.77,1.3,90,9,1.1,-26,-10,40
CCOC(=O)C(NC(=O)c1ccc(OC)cc1)(N1CCCC1=O)C(F)(F)F (configuration not stated),81,25,2.5,1.4,95,6,1,8,-4,-8
O=C(CCNC(=O)c1ccccc1)N=Nc1c(O)[nH]c2ccccc12,104,-1,-1.4,1.2,105,-6,1,-11,0,11
O=C(CCS(=O)(=O)c1ccccc1)Nc1nc(-c2cccs2)cs1,102,-2,-3,0.77,93,8,1.1,-6,-13,6

# Record cards (already shown):
# COc1ccc(-c2noc(CN(C)Cc3ccc(C)o3)n2)cc1 in the list: STAT3 activator = 101; STAT3 blocker = 4; ROMK mod = nt; NF-kB neuron act = 1.1; STAT1 act = 104; STAT1 blocker = -6; FLuc act counter = 1; APP 5'UTR act = 15; FLuc inhib CS = -1; APP 5UTR inh = -15
# Cc1ccc2cccc(S(=O)(=O)N3CCCc4ccccc43)c2n1 in the list: STAT3 activator = 89; STAT3 blocker = 21; ROMK mod = -1.3; NF-kB neuron act = 1.2; STAT1 act = 100; STAT1 blocker = -2; FLuc act counter = 1.1; APP 5'UTR act = 1; FLuc inhib CS = -5; APP 5UTR inh = -1

# (continued)
SMILES,STAT3 activator,STAT3 blocker,ROMK mod,NF-kB neuron act,STAT1 act,STAT1 blocker,FLuc act counter,APP 5'UTR act,FLuc inhib CS,APP 5UTR inh
CC(C)CCNC(=O)c1ccc(CS(=O)(=O)Cc2ccccc2F)o1,95,13,-1.1,0.93,96,3,1.1,-5,-6,5
COc1ccc(N2CCN(C(=S)NC(=O)c3cccs3)CC2)c([N+](=O)[O-])c1,105,2,3.4*,1,95,3,1,-15,-4,15
Cc1c(NC(=O)CS(=O)(=O)c2ccccc2)c(=O)n(-c2ccccc2)n1C,101,4,0.66,1.1,99,-2,1.1,8,-6,-8
CC(C)(C)SCCNS(=O)(=O)c1ccc(F)cc1,95,10,nt,1.1,98,2,1.1,-10,-10,10
CN(C)c1ccc(C2NCC(CCl)O2)cc1 (configuration not stated),98,3,nt,1.3,96,4,1.1,11,-5,-11
O=C(COc1ccc(Cl)cc1)OCc1csc(Nc2ccccc2)n1,102,1,nt,1.1,100,0,1.1,16,-6,-16
CC1CCCCN1S(=O)(=O)c1ccc(NC(=O)c2cccs2)cc1 (configuration not stated),99,2,-0.86,0.94,105,-5,1.1,0,-6,0
FC(F)(F)c1cccc(N2CCN(c3ccc4nnc(-c5ccccc5)n4n3)CC2)c1,96,9,nt,0.95,100,-1,1.1,-4,-7,4
O=C(O)C1Cc2c([nH]c3ccccc23)C(c2ccc3c(c2)OCO3)N1 (configuration not stated),105,-2,-0.063,1.1,101,-1,1,-10,-3,10
O=C1Nc2ccccc2S/C1=C/NCc1ccccc1Cl,92,16,-1.4,1.4,97,3,0.9,0,6,0
CN1C(=O)NC(c2cccc(O)c2)C(C(=O)c2cccs2)C1(O)C(F)(F)F (configuration not stated),96,7,-0.0092,1.8,99,1,1,135*,-3,-135
CCN1C(=O)c2cccc3c(NC(=O)c4ccc(S(=O)(=O)N(C)C)cc4)ccc1c23,80,28,0.24,0.57,85,15,1,2,0,-2
Cc1[nH]c2ccccc2c1C(=O)/C=C/c1ccccc1Cl,98,3,0.53,1.7,105,-6,0.8,64,21,-64
Cc1nn(C)cc1C1C(C#N)=C(N)N(c2ccc(F)c([N+](=O)[O-])c2)C2=C1C(=O)CCC2 (configuration not stated),110,-11,1.2,0.99,102,-3,1.1,0,-6,0
O=S(=O)(NCCCN1CCOCC1)c1ccc2ccccc2c1,98,8,0.15,1.1,85,16,1.1,11,-8,-11
COCCCNC(=S)N1CCC(NC(=O)c2ccco2)CC1,111,-7,0.038,1,104,-5,1.1,-8,-7,8
CCOC(=O)N1CCN(C(=O)CN(c2cccc(C)c2)S(=O)(=O)c2ccccc2)CC1,101,6,nt,1.1,99,1,1.1,9,-10,-9
Cc1ccc(S(=O)(=O)N(C)CC(=O)N2CCOCC2)cc1,106,-4,0.067,1.4,96,4,1,21,-4,-21
O=C(CSc1ncn[nH]1)NCc1ccccc1,108,-4,nt,1,102,-3,1,2,-3,-2
COc1ccccc1/C=C/C=N/NC(=O)CCC1C(=O)NN=C1C (configuration not stated),105,-4,-0.13,0.87,106,-6,1,0,-3,0
CCC(NC(=O)COc1ccc([N+](=O)[O-])cc1)c1ccccc1 (configuration not stated),109,-6,-0.44,1.2,102,-4,1,9,-5,-9
Cc1ccc(S(=O)(=O)N2CCCC2C(=O)OCc2ccco2)cc1 (configuration not stated),103,0,nt,1.1,97,3,1,-3,2,3
COc1ccc(CCNS(=O)(=O)c2cn(C)c(=O)n(C)c2=O)cc1OC,104,4,nt,1,104,-5,1,-1,-2,1
CCOC(=O)/C(=N\NC(=O)c1ccccc1)c1ccccc1,86,21,0.41,1.2,90,11,0.9,-1,11,1
CCOC(=O)c1csc(NC(=O)c2ccccc2)n1,92,18,nt,3.6*,136*,-40,0.9,144*,14,-144
COc1cc(OC)cc(C(=O)NCC(=O)OC2CCOC2=O)c1 (configuration not stated),102,3,1.3,0.97,97,3,1.1,-5,-8,5
COc1ccc(NS(=O)(=O)c2ccc(NS(C)(=O)=O)cc2)cc1,95,10,-3.2*,1.1,98,3,1,18,-3,-18
O=C1NCCCC1C(=O)N1CCN(C(c2ccccc2)c2ccccc2)CC1 (configuration not stated),95,13,0.052,nt,110,-11,1.1,-38,-10,50*
Cc1nc(NC(=O)C2CCCCC2)sc1C,112,-11,-0.33,2.9,126,-29,1,29,-3,-29
COCCn1c(=NC(=O)c2ccccc2[N+](=O)[O-])sc2cc(S(C)(=O)=O)ccc21,96,8,nt,1.1,114,-15,1,17,3,-17
CN1OC(Cn2cc(C#N)c(=O)n(C)c2=O)CC1c1ccccc1 (configuration not stated),99,11,0.54,1.3,106,-8,1,-12,-4,12
CCc1ccc(/C=C2\Oc3ccc(C(=O)OC)cc3C2=O)cc1,102,-5,-0.47,1.6,111,-9,0.9,7,6,-7
OCCC1CN(Cc2cccc(C(F)(F)F)c2)CCN1Cc1ccccc1 (configuration not stated),107,-4,-1.9,1.2,97,2,1,3,-1,-4
Fc1ccc(C2CC(c3cccs3)=NN2c2ccccc2)cc1 (configuration not stated),103,-2,0.35,0.97,101,-2,1,-11,-1,11
COC(=O)CCC(=O)Nc1cc(Cl)cc(Cl)c1,98,4,0.13,1.1,97,1,1,-3,0,3
O=c1oc2ccccc2c2c1C(c1ccc(Cl)cc1)Nc1ccc3ccccc3c1-2 (configuration not stated),98,0,1.2,1.8,90,11,1,2,0,-2
CCc1nc(SCC(=O)N2CCC(C)CC2)c2c(=O)n(C)c(=O)n(C)c2n1,79,32,nt,0.53,97,4,1.1,nt,-6,nt
CCCOc1ccc(CC2CCC(=O)NC2=O)cc1 (configuration not stated),100,4,-0.05,1.4,102,-2,1.1,-1,-6,1
CC1(C)CC(=O)c2sc(NC(=O)CN3CCCCC3)nc2C1,102,2,-0.06,0.97,108,-8,1.1,-54,-9,54*
CN(C)S(=O)(=O)c1ccc(Nc2ccc(-c3ccc4c(c3)OCCO4)nn2)cc1,92,14,nt,1.2,97,3,0.8,20,18,-20
COc1ccc(NC(=O)Nc2ccccc2SC)cc1OC,107,-2,0.78,1.1,100,-2,0.9,14,8,-14
CCCS(=O)(=O)Nc1c(C(=O)OC)[nH]c2ccccc12,123,-22,-0.063,1.1,92,9,1,7,-1,-7
CC(C)Cc1nnc(NC(=O)CCC(=O)N2CCN(c3ccccn3)CC2)s1,105,0,0.32,1.1,102,-2,1.1,-12,-8,12
CCc1ccccc1N(C)S(=O)(=O)c1ccc2[nH]cc(C(=O)O)c(=O)c2c1,101,1,-1.4,0.92,106,-9,1,2,-4,-2
O=C(N/C=C\c1ccccc1)NCc1ccc(Cl)cc1Cl,94,8,nt,1.1,98,2,1,-3,-2,4
COc1cc(NC(=O)Cc2ccc(Cl)cc2)ccc1NC(=O)c1ccco1,80,25,-0.73,0.91,111,-12,1,30,-1,-30
CCN1CCN(C(C(=O)NC2CCCCC2)c2ccc(Cl)cc2)CC1 (configuration not stated),106,-1,-0.17,1.1,102,-2,1,-12,1,12
COC(=O)c1cc(COc2ccc3c4c(c(=O)oc3c2)CCCC4)c(C)o1,98,6,0.0019,0.68,97,2,1.1,13,-9,-14
COc1ccc(N=C(C)C2=C(O)c3ccccc3C2=O)cc1,74,29,0.34,5.4*,165*,-73,0.2,206*,81*,-206
COc1cccc(-c2noc(CCC(=O)Nc3cccnc3)n2)c1,94,11,nt,1,105,-6,1,-4,-2,4
CC(C)OP(=O)(OC(C)C)C(Nc1ccccc1)c1cccc2c1OCO2 (configuration not stated),110,-6,nt,0.47,110,-11,1,-17,-1,17
Cc1noc(C)c1CSc1nc2[nH]ncc2c(=O)n1-c1ccccc1,115,-14,0.38,3.2,95,5,1,-93,-3,94*
CCCCC(=O)Nc1ccc(C(=O)Nc2cccnc2)cc1,109,-9,nt,1.1,99,1,1,10,1,-10
O=C(Nc1cccc(-c2cnc3ccccc3n2)c1)c1cccc(NC(=O)c2ccco2)c1,81,27,-0.95,0.42,112,-12,1.1,-1,-6,1

# 3 compounds already listed, arranged by the number in APP 5UTR inh, smallest number first:
Structure | APP 5UTR inh
COc1cc(NC(=O)Cc2ccc(Cl)cc2)ccc1NC(=O)c1ccco1 | -30
O=C(Nc1cccc(-c2cnc3ccccc3n2)c1)c1cccc(NC(=O)c2ccco2)c1 | 1
Cc1noc(C)c1CSc1nc2[nH]ncc2c(=O)n1-c1ccccc1 | 94*
